ERp5 block: ERp5 (human) disulfide isomerase inhibition | ERp5 insulin aggregation, absorbance 650 nm, 90 min | inhibition, % at 9.99 µM | hit rate 0.05% among 350,000 | AID 651711;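 active = mean replicate inhibition above about 25%, with every replicate also reaching it, limit read from the data, passing the limit was not always enough; inconclusive = only one of those two criteria met; inactive = neither criterion met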
E-selectin induc: induces E-selectin expression in human endothelial cells; P16581; HUVEC E-selectin immunofluorescence imaging; normalized: neutral wells 0, TNF-alpha wells 100; activation, % at 7.58 µM; hit rate 0.37% among 260,000; AID 686992;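 active = mean E-selectin-positive cell signal at least 10% of the positive control, reached in at least 60% of replicates, without over 20% cell loss; inconclusive = no rule given, readout overlaps actives, possibly toxicity-flagged; inactive = the rest, including those meeting only one limit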;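 note: in these data hits start at about 27%; measured in HUVEC primary endothelial cells; signal is the percent of cells scored E-selectin positive by PE staining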
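Assay system: HUVEC, human umbilical vein endothelial cells / Amount: 3,000 HUVEC/well / Controls: TNF-alpha positive control, DMSO neutral control / Compound dosing: single concentration / Medium: EGM-2 over gelatin coat / Evaluation: percent E-selectin-positive cells / Signal: immunofluorescence imaging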
ARNT TACC3 PPI: disruptors of human ARNT/TACC3 interaction. Q9Y6A5. AlphaScreen His-ARNT PAS-B/GST-TACC3 binding, luminescence; TACC3 fragment carries E629A point mutation. inhibition, % at 9.99 µM. hit rate 0.66% among 390,000. AID 623870;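 active = mean inhibition of replicates at least 50% and at least half of replicates each reaching 50%; inconclusive = half or more replicates reach 50% but mean below 50%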;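 note: 0% = complete ARNT plus TACC3 wells and 100% = ARNT alone without TACC3; many hits fall short of the cut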
PglD DTNB: PglD (C. jejuni) enzyme inhibition. purified PglD enzyme, DTNB colorimetric CoA detection. inhibition, % at 12.5 µM. hit rate 0.098% among 360,000. AID 602405; in the data active = inhibition above about 16%, passing the limit was not always enough; inconclusive = no clear call, values can overlap the other calls; note: strong numbers were not always called active
CASP6 VEID inh: caspase-6 (human) enzyme inhibition; P55212; purified caspase-6, Z-VEID-R110 cleavage fluorescence; inhibition, % at 12.5 µM; hit rate 0.53% among 350,000;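 active = mean inhibition across replicates at least about 35%, with every replicate also reaching that limit, limit read from the data; inconclusive = only one of the two criteria met; inactive = neither criterion met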;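 note: 0% = median of neutral control wells and 100% = no fluorescence left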
Target sequence (P55212 24-179 limits assumed): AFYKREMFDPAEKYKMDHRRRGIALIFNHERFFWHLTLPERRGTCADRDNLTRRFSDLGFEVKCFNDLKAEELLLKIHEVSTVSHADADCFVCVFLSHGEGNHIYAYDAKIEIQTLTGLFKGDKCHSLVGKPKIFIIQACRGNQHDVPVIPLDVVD
Target sequence (P55212 194-293 limits assumed): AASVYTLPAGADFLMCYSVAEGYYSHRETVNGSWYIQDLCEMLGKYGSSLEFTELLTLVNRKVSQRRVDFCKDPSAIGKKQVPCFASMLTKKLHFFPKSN
esBAF inh: blocks esBAF chromatin remodeling in mouse ES cells; Bmi1-luciferase knock-in reporter, 24 h; 100% = twice the neutral-well signal; reporter increase, % at 12.5 µM; hit rate 2% among 350,000; in the data active = activation above about 40%; inconclusive = no clear call, values can overlap the other calls;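 note: 0% = median of the plate's neutral control wells and 100% = double that signal; a rise in the Bmi1 reporter signal indicates esBAF inhibition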
RAD52 inh: blocks human RAD52 DNA annealing. inhibition, % at 18.7 µM. AID 651710. recombinant RAD52 DNA annealing, FRET fluorescence. hit rate 0.46% among 360,000. P43351;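 active = every replicate showing at least 50% inhibition; inconclusive = mean inhibition at least 50% but not in every replicate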
RAD54 branch: RAD54 (human) branch migration inhibition; Q92698; RAD54 Holliday junction branch migration, FAM/BHQ fluorescence; inhibition, % at 10.4 µM; hit rate 0.14% among 360,000;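 active = mean normalized replicate activity at least 40 and at least half of replicates scoring 40 or more; inconclusive = only one of the two criteria met; inactive = mean below 40 and under half of replicates reaching 40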;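 note: 0% = median of neutral control wells and 100% = median of positive control wells; inhibitors cause a drop in the FAM fluorescence signal; in these data hits start at about 50%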
Target sequence (Q92698 whole entry, looked up): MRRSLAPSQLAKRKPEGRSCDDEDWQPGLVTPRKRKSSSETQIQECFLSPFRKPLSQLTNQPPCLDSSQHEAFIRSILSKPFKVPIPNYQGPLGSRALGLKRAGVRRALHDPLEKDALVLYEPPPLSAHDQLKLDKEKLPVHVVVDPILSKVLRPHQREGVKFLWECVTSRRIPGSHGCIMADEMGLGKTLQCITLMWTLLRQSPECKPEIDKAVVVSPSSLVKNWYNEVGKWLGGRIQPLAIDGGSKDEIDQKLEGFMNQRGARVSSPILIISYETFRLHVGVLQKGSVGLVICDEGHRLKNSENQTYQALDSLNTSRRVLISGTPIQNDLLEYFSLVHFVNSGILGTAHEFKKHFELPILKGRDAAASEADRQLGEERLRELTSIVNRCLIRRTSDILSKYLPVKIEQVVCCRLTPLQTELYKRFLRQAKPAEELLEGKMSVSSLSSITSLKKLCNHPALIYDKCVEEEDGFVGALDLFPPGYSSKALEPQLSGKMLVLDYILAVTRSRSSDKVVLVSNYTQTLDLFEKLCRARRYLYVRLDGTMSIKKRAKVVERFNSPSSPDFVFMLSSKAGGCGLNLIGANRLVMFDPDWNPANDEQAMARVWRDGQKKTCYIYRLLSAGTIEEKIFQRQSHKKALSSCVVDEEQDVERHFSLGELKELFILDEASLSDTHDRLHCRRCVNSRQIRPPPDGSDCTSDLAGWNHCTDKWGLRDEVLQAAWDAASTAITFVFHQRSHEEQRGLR
Active calls of the source: *; & = joins results of further samples. Outcome played no part in choosing rows; overall some 3.2% were active at least once.

For COc1ccc(C#Cc2cnc3c(c2)C(=O)N([C@H](C)CO)C[C@@H](C)[C@H](CN(C)C(C)=O)O3)cc1 the results were ERp5 block -2.2, E-selectin induc -0.3, ARNT TACC3 PPI 10.9, PglD DTNB 0.6, CASP6 VEID inh 0.5, esBAF inh -3.6, RAD52 inh 0.7 and RAD54 branch 1.1.
Screening CO[C@@H]1CN(C)C(=O)c2cc(NC(C)=O)ccc2OC[C@@H](C)N(S(C)(=O)=O)C[C@@H]1C returned ERp5 block -5.1, E-selectin induc -0.1, ARNT TACC3 PPI 2.7, PglD DTNB 0.0, CASP6 VEID inh -1.0, esBAF inh -3.7, RAD52 inh -3.0 and RAD54 branch 4.5.
`COc1ccc2c(c1)O/C(=C\c1ccccc1C)C2=O` gave ERp5 block -0.8, ARNT TACC3 PPI -0.3, PglD DTNB -9.4, CASP6 VEID inh -15.6, esBAF inh inconclusive, RAD52 inh -8.0 and RAD54 branch 1.3.
`COc1ccc(/C=C/C(=O)c2ccc([N+](=O)[O-])o2)cc1OC` gave ERp5 block 8.0, E-selectin induc 1.1, CASP6 VEID inh -2.6 and RAD52 inh -14.9.
Screening Cc1cccc(NC(=O)CSc2nnc(Cn3cnc4ccccc43)o2)c1 returned ARNT TACC3 PPI -1.4, PglD DTNB 2.3, esBAF inh 2.2 and RAD54 branch -9.2.
`COCCn1cc(C(=O)NCc2cccs2)c2c3ccccc3n(C)c2c1=O` gave ARNT TACC3 PPI -0.8, PglD DTNB 1.7, esBAF inh -3.6 and RAD54 branch -4.1.
Screening C[C@@H]1CN([C@H](C)CO)C(=O)c2cc(C3=CCCC3)cnc2O[C@@H]1CN(C)Cc1ccccc1F returned ERp5 block -2.6, E-selectin induc -0.5, ARNT TACC3 PPI -0.5, PglD DTNB 6.4, CASP6 VEID inh 2.0, esBAF inh -1.1, RAD52 inh -0.3 and RAD54 branch 8.4.
CCCNC(=O)N1CC(=O)N2[C@H](C1)[C@H](c1ccc(-c3ccc(C)cc3)cc1)[C@@H]2CO was read as ERp5 block 17.8, E-selectin induc 0.8, CASP6 VEID inh -1.7 and RAD52 inh -10.3.
`Cc1cc(C)c(S(=O)(=O)c2ccccc2C(C)C)c(=O)[nH]1` gave ERp5 block 0.2, ARNT TACC3 PPI -16.9, PglD DTNB -0.4, CASP6 VEID inh 1.7, esBAF inh 5.4, RAD52 inh -2.8 and RAD54 branch -7.1.
Screening Cc1ccc(Cn2ccc(=O)c(OCc3ccccc3)c2C)cc1 returned ARNT TACC3 PPI 8.5, PglD DTNB 7.9, esBAF inh 18.8 and RAD54 branch -4.5.
Screening COc1ccc(OC)c(Nc2nc(C)nc3c2oc2ccccc23)c1 returned ERp5 block 1.3, E-selectin induc 0.3, ARNT TACC3 PPI 8.3, PglD DTNB -5.8, CASP6 VEID inh -3.7, esBAF inh 0.7, RAD52 inh -10.0 and RAD54 branch -14.6.
Screening O=C(C[C@@H]1CC[C@@H]2[C@H](COC[C@@H](O)CN2CCC(F)(F)F)O1)NCc1ccc(Oc2ccccc2)cc1 returned ERp5 block -1.5, ARNT TACC3 PPI 8.1, PglD DTNB 1.2, CASP6 VEID inh -1.1, esBAF inh 6.8, RAD52 inh 13.5 and RAD54 branch 2.3.
`CSc1ccc(/C=C(\NC(=O)c2ccc(C)cc2)C(=O)Nc2cccc(C)c2)cc1` gave E-selectin induc 0.5, ARNT TACC3 PPI 3.9, PglD DTNB -1.7 and RAD54 branch 10.6.
`CC(=O)c1cccc(NC(=O)CCNS(=O)(=O)c2cccc3nonc23)c1` gave ERp5 block 0.1, ARNT TACC3 PPI -7.1, PglD DTNB 2.1, CASP6 VEID inh 3.0, esBAF inh -6.0, RAD52 inh -8.7 and RAD54 branch -2.6.
Screening O=C(NNC(=O)c1ccc2ccccc2c1)c1cccc(Cl)c1 returned ERp5 block 1.9, ARNT TACC3 PPI 0.6, PglD DTNB 3.6, CASP6 VEID inh -0.7, esBAF inh 13.5, RAD52 inh -4.6 and RAD54 branch 4.7.
Screening O=C(C1CCC(Cn2c(=O)[nH]c3ccccc3c2=O)CC1)N1CCN(c2ccccc2)CC1 (centres undefined) returned ERp5 block -1.2, E-selectin induc 0.3, ARNT TACC3 PPI -10.3, PglD DTNB 0.0, CASP6 VEID inh 3.5, esBAF inh -1.6, RAD52 inh -9.4 and RAD54 branch 4.3.
For O=C(Nc1ccc2c(c1)OCO2)c1cc(-c2cccc(O)c2)on1 the results were ERp5 block 0.7, E-selectin induc 4.3, ARNT TACC3 PPI 1.4, PglD DTNB -3.7, CASP6 VEID inh 2.0, esBAF inh 43.1*, RAD52 inh 2.5 and RAD54 branch 0.0.
`COc1ccc(-c2noc(C3CCCN(C(=O)c4ccccc4)C3)n2)cc1` (centres undefined) gave ERp5 block -3.5, E-selectin induc 2.0, ARNT TACC3 PPI -8.2, PglD DTNB -4.1, CASP6 VEID inh -1.6, esBAF inh 42.2*, RAD52 inh -13.2 and RAD54 branch -3.0.
`C[C@@H]1CN([C@H](C)CO)C(=O)c2cc(NS(C)(=O)=O)ccc2O[C@H]1CN(C)Cc1ccc(-c2ccccc2)cc1` gave ERp5 block 6.6, E-selectin induc 0.3, ARNT TACC3 PPI 9.7, PglD DTNB 6.0, CASP6 VEID inh 2.7, esBAF inh 2.4, RAD52 inh 2.6 and RAD54 branch -8.0.
For Cc1ccc(N(Cc2ccc(C(=O)NCC3CCCO3)cc2)S(C)(=O)=O)cc1C (centres undefined) the results were ERp5 block -0.5, ARNT TACC3 PPI 8.9, CASP6 VEID inh -2.4 and RAD52 inh -16.9.
Screening Cc1cccc(-c2nc(NCCCN3CCOCC3)c3ccccc3n2)c1 returned ARNT TACC3 PPI 2.8, PglD DTNB -3.8, esBAF inh 16.2 and RAD54 branch 31.2.
Screening O=C(COC(=O)Cn1cnc2ccccc21)NCCCc1ccccc1 returned ERp5 block -3.2, ARNT TACC3 PPI -6.1, PglD DTNB 6.3, CASP6 VEID inh -0.1, esBAF inh -4.2, RAD52 inh -4.2 and RAD54 branch 4.1.
C[C@H]1CN([C@@H](C)CO)C(=O)CCCn2cc(nn2)CO[C@@H]1CN(C)C(=O)c1ccccc1 was read as ERp5 block 1.0&3.5, E-selectin induc 0.0&-0.1, ARNT TACC3 PPI 3.2, PglD DTNB 3.6, CASP6 VEID inh 0.7&4.3, esBAF inh -9.2&-2.5, RAD52 inh -1.9&-9.3 and RAD54 branch -11.9.
Screening CCCCN(CC)CCNC(=O)c1ccc2c(Cl)c3c(nc2c1)CCC3 returned ERp5 block 0.3, E-selectin induc 0.1, ARNT TACC3 PPI -4.0, PglD DTNB 2.8, CASP6 VEID inh -10.3, esBAF inh 4.0, RAD52 inh -16.8 and RAD54 branch 14.7.
Cc1cc(Nc2ccc(Br)cc2F)n2ncnc2n1 was read as ERp5 block -2.5, E-selectin induc -0.1, ARNT TACC3 PPI 1.5, PglD DTNB 0.6, CASP6 VEID inh 0.5, esBAF inh -9.2, RAD52 inh -4.3 and RAD54 branch -2.9.
Screening CCOC(=O)c1cc(NC(=O)c2ccc(Cl)cc2)c(=O)n2c1oc1ccc(Cl)cc12 returned ERp5 block -2.6, ARNT TACC3 PPI -5.7, PglD DTNB -5.8, CASP6 VEID inh 5.7, esBAF inh -5.8, RAD52 inh -26.8 and RAD54 branch -12.0.
`COc1cc(C)nc(N2CCCC(C(=O)Nc3cccc(Cl)c3C)C2)n1` (centres undefined) gave ARNT TACC3 PPI -5.1, PglD DTNB 1.6, esBAF inh 11.4 and RAD54 branch -6.1.
Screening O=C(NCCO)C1(c2ccc(Cl)cc2)CCCC1 returned ARNT TACC3 PPI 0.7, PglD DTNB 3.4, esBAF inh -5.3 and RAD54 branch 10.2.
COc1ccc2oc(-c3ccccc3)c(C(=O)N3CCOCC3)c2c1 was read as ARNT TACC3 PPI -2.7, PglD DTNB -5.9, esBAF inh -5.4 and RAD54 branch 7.1.
CCCCn1c(N)c(N(CCC(C)C)C(=O)C2CCN(C(=O)c3ccccc3C)CC2)c(=O)[nH]c1=O was read as ERp5 block 2.7, E-selectin induc 1.8, PglD DTNB 4.1, CASP6 VEID inh 1.5, RAD52 inh -13.3 and RAD54 branch -2.6.
For CCOc1ccc(NC(=O)COC(=O)c2ccc3c(c2)C(=O)N(CCc2ccccc2)C3=O)cc1 the results were ERp5 block -1.7, E-selectin induc -1.3, ARNT TACC3 PPI -1.2, PglD DTNB 2.8, CASP6 VEID inh -3.5, RAD52 inh -4.1 and RAD54 branch -5.9.
For O=c1c2ccccc2nc(-c2ccco2)n1/N=C/c1ccco1 the results were ARNT TACC3 PPI -9.3, PglD DTNB -6.0, esBAF inh 4.0 and RAD54 branch -9.7.
For COc1cc2c(cc1/C=C1/NC(=O)N(c3ccccc3)C1=O)OCO2 the results were ARNT TACC3 PPI 0.7, PglD DTNB 1.3, esBAF inh inconclusive and RAD54 branch -5.9.
For CC(C)NC(=O)N1[C@@H]2CN(C(=O)c3ccccc3F)c3ccccc3[C@@H]2[C@@H]1CO the results were ERp5 block -2.8, E-selectin induc -0.3, ARNT TACC3 PPI -7.7, PglD DTNB 0.8, CASP6 VEID inh -3.2, esBAF inh 2.2, RAD52 inh 1.6 and RAD54 branch 8.4.
For CCn1c(CNC(=O)c2cccs2)nnc1SCC(=O)Nc1ccc(Cl)cc1 the results were ARNT TACC3 PPI -10.1, PglD DTNB 1.7, esBAF inh -4.4 and RAD54 branch -1.7.
`CCCNC(=O)c1cc(C2CCCCN2C(=O)c2ccc(C(C)C)cc2)on1` (centres undefined) gave ERp5 block 7.6, E-selectin induc -0.2, PglD DTNB -5.7, CASP6 VEID inh -2.9, esBAF inh 0.5, RAD52 inh -2.1 and RAD54 branch 0.1.
`COc1ccccc1NC(=O)CN1C(=O)NC2(CCCCCCC2)C1=O` gave ERp5 block 0.7, E-selectin induc -0.3, ARNT TACC3 PPI 3.4, PglD DTNB 1.0, CASP6 VEID inh -1.1, esBAF inh 3.0, RAD52 inh 2.8 and RAD54 branch 6.4.
`Cc1nn(-c2ccccc2)nc1CNC(=O)C1CC1` gave ERp5 block 3.6, ARNT TACC3 PPI -1.5, CASP6 VEID inh 6.2 and RAD52 inh 1.3.
Cc1ccc(NC(=C(C#N)C#N)c2ccccc2)cc1 was read as ERp5 block 3.9, E-selectin induc -0.2, PglD DTNB -1.3, CASP6 VEID inh 1.1, esBAF inh -2.1, RAD52 inh -13.0 and RAD54 branch -6.8.
Screening CCCN1C(=O)c2cc(C(=O)Nc3ccccc3C)ccc2C1Nc1ccccc1C (centres undefined) returned ERp5 block -7.6, ARNT TACC3 PPI 6.8, PglD DTNB 3.3, CASP6 VEID inh -1.8, RAD52 inh -9.0 and RAD54 branch -11.3.
O=C(Nc1ccncc1)C1(c2ccccc2)CCCC1 was read as ERp5 block 4.1, ARNT TACC3 PPI -8.0, PglD DTNB -4.8, CASP6 VEID inh 0.2, esBAF inh 8.4, RAD52 inh -10.0 and RAD54 branch 13.1.
`Cc1cccc(NC(=O)COc2coc(CN3CCN(c4ccccc4)CC3)cc2=O)c1C` gave ERp5 block -0.3, E-selectin induc 0.5, ARNT TACC3 PPI 1.7, PglD DTNB 7.4, CASP6 VEID inh 4.6, esBAF inh -0.5, RAD52 inh 7.1 and RAD54 branch -1.0.
COc1cccc(N(CC(=O)Nc2cccc(F)c2)S(C)(=O)=O)c1 was read as ERp5 block 0.7, ARNT TACC3 PPI 2.4, PglD DTNB 0.3, CASP6 VEID inh -2.4, esBAF inh -2.9, RAD52 inh -6.9 and RAD54 branch -7.7.

Source: PubChem
